# Source: PubChem BioAssay
# LYP inhibition: LYP phosphatase inhibitors, primary screen, biochemical, DiFMUP fluorescence, recombinant catalytic domain, 10 µM (AID 606); one-dose inhibition, % at 10 µM; IC50 in µM for titrated hits; recombinant LYP catalytic domain, DiFMUP fluorescence; higher % means a stronger effect; 52,000 tested, under 10 active;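 active means IC50 under 40 µM in the dose-response test; inactive means IC50 of 40 µM or more, or never dose-tested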
# HPDE-C7 cytotoxicity: cytotoxicity in HPDE-C7 cells, cell-based, fluorescence, HTS (AID 430); HPDE-C7 pancreatic duct cells viability, fluorescence; higher % means a stronger effect; one-dose cytotoxicity, % at 10 µM; EC50 in µM for titrated hits; 1.8% of 63,000 active;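 further: cells exposed to compound for 48 hours before viability readout; 0% = vehicle and 100% = reference cytotoxic drug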
# Spn DPM-DC inh: inhibitors of Streptococcus pneumoniae diphosphomevalonate decarboxylase | purified DPM-DC, PK/LDH coupled NADH fluorescence | calls only at 10 µM | 0.49% of 65,000 active;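 active means the 320 compounds with the highest percent inhibition in the single-dose primary screen, excluding strongly autofluorescent ones, cut at about 32% in these data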;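 further: kinetic rate of NADH fluorescence loss reporting ADP formed by the decarboxylase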
# PMK inhibit: S. pneumoniae PMK inhibition; purified PMK, PK/LDH-coupled NADH absorbance 340 nm; inhibition, % at 10 µM; 0.49% of 65,000 active;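 active means top-ranked compounds by inhibition in the single 10 µM screen, taking a fixed number of the strongest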;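 further: 0% = full reaction with DMSO carrier and 100% = background rate without enzyme reaction; no value below 0 was filed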
# Bfl-1 displacement: Bfl-1 inhibitors, primary screen, biochemical, fluorescence polarization, FITC-Bid, mouse (AID 432); FITC-Bid BH3 peptide fluorescence polarization displacement; higher % means a stronger effect; displacement, % at 20 µM, or IC50 in µM where a hit was titrated; 0.02% of 64,000 active; in the data active means a potency from the dose series; inactive means the rest, 99 in 100 with displacement below about 15%; further: strong numbers were not always called active
# Alkaline phosphatase: human TNAP enzyme inhibitors, biochemical, luminescent (AID 518) | purified TNAP enzyme, luminescent substrate readout; higher % means a stronger effect | inhibition, % at 20 µM, or IC50 in µM where a hit was titrated | 0.09% of 64,000 active; in the data active means a potency from the dose series; inactive means the rest, 99 in 100 with inhibition below about 22%;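 further: plate controls were vehicle for no effect and reference inhibitor for full effect; many of its hits are not listed in these tables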
# HT1080 viability: HT1080 cell viability loss – fluorescence readout (AID 620) | HT1080 viability, fluorescence; higher % means a stronger effect | cytotoxicity, % at 10 µM; hits with a dose series show EC50 in µM | 0.42% of 87,000 active;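 further: cells exposed to compound overnight then 4 h with Alamar Blue; 0% = vehicle DMSO and 100% = killing control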
# HPDE-C7K KRASV12: viability loss of HPDE-C7K cells – cell-based, fluorescence, HTS, primary screen (AID 431); HPDE-C7K KRASV12 cells, Alamar Blue viability, 48 h; higher % means a stronger effect; cytotoxicity, % at 10 µM, or EC50 in µM where a hit was titrated; 1.7% of 63,000 active;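 active means compounds whose percent cytotoxicity in the single-dose primary screen, scaled between solvent and toxic-drug controls, exceeds 50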;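 further: 0% = DMSO solvent wells and 100% = doxorubicin-treated wells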
# MK inhibit: blocks S. pneumoniae mevalonate kinase; purified MK, PK/LDH-coupled NADH absorbance 340 nm; inhibition, % at 10 µM; 0.48% of 65,000 active;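 active means ranked among the strongest by inhibition in the single 10 µM screen, a fixed top-ranked set picked for dose follow-up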; further: no value below 0 was filed
# PMK inhibit pilot replicates: also measured in PMK inhibit; calls as there; inhibition, %; measured here: pilot screen replicates
# MK inhibit pilot replicates: also measured in MK inhibit; calls as there; inhibition, %; measured here: pilot screen replicates
# Spn DPM-DC inh pilot screen %: also measured in Spn DPM-DC inh; calls as there; inhibition, %; measured here: pilot screen trials
# Starred values were filed as active, the others as inactive; i = inactive; . = no result given. Unless noted, no stated cut-off is given here; in the data, active means cytotoxicity above about 50%; inactive means the rest.
SMILES,LYP inhibition,HPDE-C7 cytotoxicity,Spn DPM-DC inh,PMK inhibit,Bfl-1 displacement,Alkaline phosphatase,HT1080 viability,HPDE-C7K KRASV12,MK inhibit,others
O=C(NCCCc1ccccc1)c1cnc2n(c1=O)CCS2,12%,.,i,1,.,.,4%,.,0,
Nc1nnc(Cc2c[nH]c3ccccc23)s1,.,-13%,i,4,-3%,10%,-1%,-4%,0,
CCC(=O)Nc1cc(-c2nn(C)c(=O)c3ccccc23)ccc1OC,-4%,-9%,i,3,1%,-2%,0%,-8%,2,
CCOC(=O)N1CCN(C(c2ccccc2)c2sc3nc(C)nn3c2O)CC1 (stereo not drawn),.,.,i,16,.,.,14%,.,3,
CN(C)CCCNC(=O)CCC1CCCCC1,6%,2%,i,0,-2%,13%,1%,2%,2,PMK inhibit pilot replicates=7.5;MK inhibit pilot replicates=0.0;Spn DPM-DC inh pilot screen %=0.0
COC(=O)c1ccc(CC(=O)c2c(C)cc(O)cc2O)o1,.,1%,i,13,-3%,9%,23%,9%,10,
Cc1cc(C(F)(F)F)c(C#N)c(SCC(=O)NC2CC2)n1,-4%,-16%,i,11,-10%,6%,2%,-8%,3,
O=C(O)CC(C(=O)OC1CCCCC1)N1CCOCC1 (stereo not drawn),3%,-8%,i,7,-1%,3%,-1%,-4%,10,
CCOC(=O)C(NC(=O)c1ccccc1)(N1CCOCC1)C(F)(F)F (stereo not drawn),4%,-2%,i,11,-8%,6%,-14%,3%,7,
Cc1ccc(Nc2nc(N)nc(CN3CCN(C(=O)c4ccco4)CC3)n2)cc1Cl,.,-16%,i,11,-2%,2%,15%,-1%,7,
CC(=O)c1ccc(N2CCN(S(=O)(=O)c3cccc(S(=O)(=O)N4CCOCC4)c3)CC2)cc1,5%,6%,i,0,-15%,9%,-1%,3%,8,
Cc1ccccc1-c1noc(-c2cccs2)n1,4%,-7%,i,0,-2%,5%,1%,-7%,7,
CCn1c(COc2ccc(C)cc2)nnc1SCC(=O)Nc1ccc2c(c1)OCCO2,.,-9%,i,5,-6%,5%,-11%,-3%,3,
O=C(CN1CCN(CC(=O)Nc2ccccc2C(F)(F)F)CC1)Nc1ccccc1F,2%,-9%,i,8,-9%,3%,1%,4%,0,
COc1ccc2nc(C)c(C(=O)OCCN(C)C)cc2c1,1%,-13%,i,2,4%,7%,4%,-27%,0,
CCOC(=O)N1CCN(C(=O)C2CCN(S(=O)(=O)CC)CC2)CC1,.,-12%,i,6,-8%,3%,-8%,-2%,6,
COc1cc(C(=O)N2CCN(C(=O)c3ccccc3)CC2)cc(OC)c1OC,3%,-2%,i,10,1%,9%,-3%,-4%,0,
COc1cc(C(=O)Nc2cc(-c3nc4cc(C)ccc4o3)ccc2C)cc(OC)c1OC,6%,.,i,0,5%,7%,1%,.,2,
CCOc1ccccc1N(CC(=O)Nc1ccc2c(c1)OCCO2)S(C)(=O)=O,.,4%,i,6,2%,5%,7%,1%,0,
CCOc1ccc(OCCSc2nc(C)cc(=O)[nH]2)cc1,.,-2%,i,11,-2%,-3%,-2%,-5%,13,
CN1CCN(C(=O)c2c(O)c3cccc4c3n(c2=O)CCC4)CC1,.,-8%,i,16,-7%,5%,-3%,-5%,16,
CCOC(=O)c1cccc(Nc2nc(C)cc(C)n2)c1,9%,-5%,i,12,1%,11%,0%,0%,10,
CC(C)Sc1oc(-c2ccco2)nc1S(=O)(=O)c1ccc(F)cc1,-4%,-10%,i,4,2%,5%,-9%,1%,8,
CCCCSc1nnc([C@H](CC(C)C)NC(=O)OC(C)(C)C)o1,.,-8%,i,13,-7%,8%,16%,-4%,7,
COc1cccc(CN(Cc2ccco2)C(c2ccc(F)cc2)c2nnnn2C(C)(C)C)c1 (stereo not drawn),4%,-3%,i,8,-8%,6%,-20%,-2%,5,

# Part of the list above in order of SMILES length, falling:
SMILES,LYP inhibition,HPDE-C7 cytotoxicity,Spn DPM-DC inh,PMK inhibit,Bfl-1 displacement,Alkaline phosphatase,HT1080 viability,HPDE-C7K KRASV12,MK inhibit,others
CCOC(=O)N1CCN(C(c2ccccc2)c2sc3nc(C)nn3c2O)CC1 (stereo not drawn),.,.,i,16,.,.,14%,.,3,
CCOC(=O)C(NC(=O)c1ccccc1)(N1CCOCC1)C(F)(F)F (stereo not drawn),4%,-2%,i,11,-8%,6%,-14%,3%,7,
O=C(NCCCc1ccccc1)c1cnc2n(c1=O)CCS2,12%,.,i,1,.,.,4%,.,0,

# Later entries:
SMILES,LYP inhibition,HPDE-C7 cytotoxicity,Spn DPM-DC inh,PMK inhibit,Bfl-1 displacement,Alkaline phosphatase,HT1080 viability,HPDE-C7K KRASV12,MK inhibit,others
CCOC(=O)C(NCCCO)c1ccccc1 (stereo not drawn),.,-15%,i,14,1%,18%,9%,-6%,19,
O=C(Cn1nnc(-c2ccc(Cl)cc2)n1)NCC1CCCCC1,6%,-9%,i,23,-6%,10%,-7%,1%,4,
COc1cc(C2=Nc3c(c(C)nn3-c3ccccc3)P(=O)(N3CCOCC3)O2)cc(OC)c1OC (stereo not drawn),.,-12%,i,0,-4%,0%,-1%,-4%,0,
CCCOc1cccc(C(=O)Nc2nnn(CCC)n2)c1,-1%,-1%,i,17,-6%,9%,12%,3%,9,
O=C(CS(=O)(=O)c1ccccc1)N1CCCCCC1,9%,-5%,i,0,-5%,7%,3%,-10%,7,
COc1ccc(CC(=O)Nc2ccc3c(c2)OCO3)cc1S(=O)(=O)N1CCOCC1,-2%,1%,i,0,-8%,2%,6%,-7%,4,
Cc1cc(NC(=O)CSc2nc(-c3cccs3)cc(C(F)(F)F)n2)no1,1%,.,i,15,.,.,-5%,.,0,
N#CCCN1CCN(Cc2cc(-c3ccccc3)ccc2O)CC1,15%,-8%,i,13,4%,-1%,-14%,-14%,8,
COc1ccc(C(=O)Cn2nnc(-c3ccccc3NC(=O)c3ccco3)n2)cc1,12%,-2%,i,5,-2%,16%,-9%,-4%,7,
CCOC(=O)C(C)Oc1ccc2c(C)cc(=O)oc2c1C(C)=O (stereo not drawn),.,-3%,i,8,1%,12%,.,2%,4,
COCCn1c(SCCCc2ccccc2)nc2c1c(=O)[nH]c(=O)n2C,14%,-15%,i,5,1%,4%,2%,-21%,5,
NC(=O)C1CCN(C(=O)C23CC4CC(CC(C4)C2)C3)CC1,.,10%,i,9,-5%,3%,4%,8%,9,
COc1ccc(C(=O)NCC(=O)n2nc(C)cc2C)cc1OC,8%,2%,i,12,6%,4%,16%,13%,1,
CCc1cc2c(cc(C(=O)O)n2C)s1,18%,-4%,i,11,5%,9%,-1%,-4%,11,
NC1=NC2=C(CCCC2)C2(CCCCC2)S1,-5%,-11%,i,11,-7%,7%,-2%,2%,10,
Cc1ccc(CNC(=O)c2cc3c(=O)n(C)c4ccccc4c3n2C)o1,5%,-3%,i,16,0%,9%,-2%,2%,12,
COc1ccc(C(=O)CSc2nnc(-c3ccco3)n2CC2CCCO2)cc1 (stereo not drawn),.,-15%,i,16,-7%,-5%,2%,-9%,4,
CN1C(=O)CSc2ccc(C(=O)O)cc21,1%,-10%,i,0,4%,4%,4%,0%,1,
COc1ccc(CC(=O)Nc2ccc(S(=O)(=O)NCC3CCCO3)cc2)cc1 (stereo not drawn),12%,1%,i,9,-3%,5%,-8%,2%,11,
Cc1ccc2c(c1)-c1ccccc1S(=O)(=O)N2,3%,10%,.,0,-6%,3%,4%,12%,10,
CC(C)C(=O)Nc1ccc(C(=O)NC2CCSC2=O)cc1 (stereo not drawn),.,3%,i,13,0%,6%,3%,-2%,8,
O=c1nc2n(c3cc(Cl)c(S(=O)(=O)N4CCOCC4)cc13)CCCCC2,-15%,-4%,i,12,1%,11%,2%,1%,0,
O=C(CN1C(=O)c2ccccc2S1(=O)=O)Nc1ccccc1C(=O)NCc1ccco1,2%,.,i,6,.,.,0%,.,1,
CC(C)(C)n1cnc2cc(NS(=O)(=O)c3ccccc3)ccc21,14%,-2%,i,4,-13%,34%,-5%,3%,9,
Cc1ccc2ccccc2c1COC(=O)c1nonc1N,3%,-14%,i,0,-3%,7%,1%,-4%,1,

# Structures shown so far that contain a COOH group:
SMILES,LYP inhibition,HPDE-C7 cytotoxicity,Spn DPM-DC inh,PMK inhibit,Bfl-1 displacement,Alkaline phosphatase,HT1080 viability,HPDE-C7K KRASV12,MK inhibit,others
O=C(O)CC(C(=O)OC1CCCCC1)N1CCOCC1 (stereo not drawn),3%,-8%,i,7,-1%,3%,-1%,-4%,10,
CCc1cc2c(cc(C(=O)O)n2C)s1,18%,-4%,i,11,5%,9%,-1%,-4%,11,
CN1C(=O)CSc2ccc(C(=O)O)cc21,1%,-10%,i,0,4%,4%,4%,0%,1,

# Next part
SMILES,LYP inhibition,HPDE-C7 cytotoxicity,Spn DPM-DC inh,PMK inhibit,Bfl-1 displacement,Alkaline phosphatase,HT1080 viability,HPDE-C7K KRASV12,MK inhibit,others
CCOc1ccccc1-n1c(SCC(=O)NC)nnc1-c1ccco1,2%,-12%,i,14,-12%,17%,-6%,0%,7,
CCN(CC)C(=O)COc1ccc2oc(C)c(C(=O)OC)c2c1,0%,3%,i,5,-3%,8%,-3%,-13%,7,
COc1ccc2cc(CN(CCO)C(=O)c3ccc(Br)cc3)c(=O)[nH]c2c1,-6%,-2%,i,18,-4%,10%,16%,0%,39,PMK inhibit pilot replicates=1.5;MK inhibit pilot replicates=0.0;Spn DPM-DC inh pilot screen %=7.5
O=C(C1CCN(c2nnc(-n3cccc3)s2)CC1)N1CCOCC1,16%,-16%,i,14,-1%,14%,-2%,-11%,6,PMK inhibit pilot replicates=5.0;MK inhibit pilot replicates=2.0;Spn DPM-DC inh pilot screen %=1.0
CC1N(C)c2cc(NC(=O)c3ccco3)ccc2C1(C)C (stereo not drawn),-7%,-10%,i,8,1%,4%,16%,3%,0,
CC(C)(O)C#Cc1ccc(C(=O)NCc2cccs2)s1,.,3%,i,12,-2%,2%,0%,4%,2,
